Screening results from PubChem.
MPTP block – permeability transition pore inhibition. 360,000 tested, 1.4% active. inhibition, % at 10 µM. isolated mouse mitochondria, Ca2+ swelling absorbance, 30 min;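 active = inhibition of 50% or more, scaled per plate between neutral and stimulator controls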;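 note: 0% = DMSO wells given calcium and 100% = 1 mM EGTA wells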
Numbers without * were called inactive; & = joins results of further samples. Only part of the results is shown, so the mix of outcomes need not match the whole.

MPTP block | SMILES
-0.2 | CCC(Oc1ccccc1)C(=O)OCC(=O)Nc1c(C)nn(-c2ccccc2)c1C (stereo unspecified)
-0.2 | C[C@H](CO)N1C[C@H](C)[C@H](CN(C)S(=O)(=O)c2ccc(-n3cccn3)cc2)OCc2cnnn2CCCC1=O
-1.6 | CCCc1nc2ccc(Cl)cn2c1Cc1ccccc1
0.4 | CCCCCCn1cc(CN2CC(N(C)C)CS2(=O)=O)nn1 (stereo unspecified)
-1.2 | COc1ccccc1Cc1c(-c2ccco2)nc2cc(C)c(Br)c(C)n12
0.5 | C[C@@H]1Cn2cnc(C(=O)NCC(=O)OC(C)(C)C)c2C(=O)N1
2.0 | Cc1ccsc1-c1cc2nc(Nc3ccc(F)cc3)n(C)c(=O)c2s1
0.1 | CN(C)C(=O)c1ccc(Cc2cn(C)c3ccccc23)nc1
-0.5 | COc1cccc(C=C2Cc3ccccc3C2=O)c1
-1.2 | COc1ccccc1-c1noc2c1C(=O)N(Cc1cn(C3CCCC3)nn1)CC2
-2.2 | COC(=O)CCCn1cc(CN2CC(N3CCCC3)CS2(=O)=O)nn1 (stereo unspecified)
3.6 | COc1ccc(CN2C(=O)C(CC(=O)NCc3ccco3)CC(C(=O)N(C(C)C)C(C)C)=C2C)cc1 (stereo unspecified)
0.4 | CCOC(=O)C1(C)CCCN(C(=O)c2ccc(OC)cc2)C1 (stereo unspecified)
23 | O=[N+]([O-])c1ccc(S(=O)(=O)Nc2ccc(-c3ccccc3)cc2)cc1
-2.5 | CNC[C@H]1Oc2cc(Br)ccc2S(=O)(=O)N([C@@H](C)CO)C[C@H]1C
0.3 | COc1cccc(-c2cnc(C(O)c3ccc(C)cc3C)[nH]2)c1 (stereo unspecified)
1.3 | CCCCN(C=O)c1c(CC)nc2c(OCc3ccccc3C(=O)OC)cccn12
-0.8 | N#Cc1ccc(-c2ccc3nccn3c2)cc1
-2.0 | COc1cccc(C2CC(OCCF)=CC(=O)O2)c1 (stereo unspecified)
0.8 | CCOC(=O)Nc1ccc(S(=O)(=O)N2CCC(c3nc4ccccc4[nH]3)CC2)cc1

Reprinted at random: four entries already listed.
MPTP block | SMILES
-2.0 | COc1cccc(C2CC(OCCF)=CC(=O)O2)c1 (stereo unspecified)
-0.8 | N#Cc1ccc(-c2ccc3nccn3c2)cc1
0.5 | C[C@@H]1Cn2cnc(C(=O)NCC(=O)OC(C)(C)C)c2C(=O)N1
-0.2 | C[C@H](CO)N1C[C@H](C)[C@H](CN(C)S(=O)(=O)c2ccc(-n3cccn3)cc2)OCc2cnnn2CCCC1=O

(continued)
MPTP block | SMILES
1.1&0.0 | O=C1c2ccccc2C(c2nnnn2-c2ccc3c(c2)OCCO3)N1Cc1cccc(F)c1 (stereo unspecified)
-0.5 | COc1cc(F)ccc1-c1cc(C(=O)Nc2ccc(C)c(NS(C)(=O)=O)c2)[nH]n1
-2.6 | CC(C)NC(=O)N(C)C[C@@H]1Oc2cc(Br)ccc2S(=O)(=O)N([C@@H](C)CO)C[C@H]1C
0.8 | CN(Cc1ccccc1)C(=O)c1[nH]c(C(F)(F)F)nc1-c1ccccc1
3.0 | Nc1nc2c(Br)ccc(Br)c2cc1C(=O)NCc1cccc2ccccc12
-1.1 | O[C@H]1C[C@H](c2ccc(Cl)cc2)N(Cc2cccs2)C[C@@H]1n1cc(C2CC2)nn1
1.9 | NC(c1ccccc1)c1csc(Nc2cc(Oc3ccccc3)ncn2)n1 (stereo unspecified)
-0.2 | O=C(COC(=O)Cc1ccccc1F)NCc1ccccc1Cl
-0.9 | C[C@H](CO)N1C[C@H](C)[C@@H](CN(C)Cc2ccncc2)OCc2cnnn2CCCC1=O
0.4&-1.9 | O=C1c2ccccc2C(c2nnnn2Cc2ccccc2)N1Cc1cccs1 (stereo unspecified)
0.4 | COCCNc1nc2cc(-c3ccc(C)cc3)sc2c(=O)n1C
0.0 | CC1(C(=O)NS(=O)(=O)c2ccc(F)cc2F)CCN1C(=O)c1cccc(F)c1 (stereo unspecified)
0.7 | CN(C)c1ccc(CNC(=O)C2(C)Cc3c(-c4cccc(C(F)(F)F)c4)ccnc3O2)cc1 (stereo unspecified)
-0.6 | CCOC(=O)[C@]12CCC=C1N(CCC1=CCCCC1)C(=O)[C@H](CC(=O)N1CCN(C(=O)C3CC3)CC1)C2
-1.7 | N#Cc1ccc(C2CC(OCCF)=CC(=O)O2)cc1 (stereo unspecified)
8.6 | CC(C)(C)OC(=O)N1CCc2onc(-c3ccc(-n4cc(C5=CCCCC5)nn4)cc3)c2C1=O
2.2 | CCOc1ccc(-c2cc(C(=O)NCc3ccc(C(F)(F)F)cc3)[nH]n2)c(C)c1
-0.4 | O=C1NC[C@H](Cc2ccc(O)cc2)N(CCc2cc(C(F)(F)F)cc(C(F)(F)F)c2)C1=O
1.4 | COc1cccc(-c2sc3ccc(OC)cc3c2-c2cnc(N3CCOCC3)nc2)c1
-1.2 | CN(C)c1ccc(-c2csc(C(O)c3ccc(F)cc3)n2)cc1 (stereo unspecified)

Part of the list above in order of SMILES length, low to high.
MPTP block | SMILES
0.4 | COCCNc1nc2cc(-c3ccc(C)cc3)sc2c(=O)n1C
-1.2 | CN(C)c1ccc(-c2csc(C(O)c3ccc(F)cc3)n2)cc1 (stereo unspecified)
1.4 | COc1cccc(-c2sc3ccc(OC)cc3c2-c2cnc(N3CCOCC3)nc2)c1
-0.9 | C[C@H](CO)N1C[C@H](C)[C@@H](CN(C)Cc2ccncc2)OCc2cnnn2CCCC1=O
-1.1 | O[C@H]1C[C@H](c2ccc(Cl)cc2)N(Cc2cccs2)C[C@@H]1n1cc(C2CC2)nn1
-2.6 | CC(C)NC(=O)N(C)C[C@@H]1Oc2cc(Br)ccc2S(=O)(=O)N([C@@H](C)CO)C[C@H]1C

Other entries:
MPTP block | SMILES
0.4 | COc1ccc(Cc2c(-c3ccc(Cl)cc3)nc3c(C)cc(Br)cn23)c(C)c1
-1.1 | O=C1CCCN1CCCNc1nc(NCc2cccs2)nc2ccsc12
1.8 | COc1ccc(-c2csc(Nc3cccc(C)n3)n2)cc1OC
2.6 | O=C(Nc1ccc(F)c(Cl)c1)c1cc(C2CCCCN2C(=O)c2cccs2)on1 (stereo unspecified)
-0.8 | Cc1ccccc1-c1nc(NCC2CC2)nc2ccsc12
4.7 | COc1ccc(-c2csc(Nc3ccc(Oc4ccccc4)cc3)n2)cc1
-1.9 | O=C1NC[C@H](Cc2ccc(O)cc2)N(C[C@@H]2CCCN2C[C@H](Cc2ccc(O)cc2)N2C[C@H](Cc3ccccc3)N(CC3CCCCCC3)C(=O)C2=O)C1=O
0.1 | CCCCCCCCN1C(=O)[C@H](CC(=O)N2CCC(c3ccccc3)CC2)C[C@@]2(C(=O)OC)CC(C)(C)CC=C12
-1.1 | OC(c1ccccc1)c1nc(-c2cnc3ccccc3c2)cs1 (stereo unspecified)
-0.3 | COCC(=O)N(C)C[C@H]1Oc2cc(Br)ccc2S(=O)(=O)N([C@H](C)CO)C[C@H]1C
-0.5 | Cc1ccc(C(=O)N2CCC2(C)C(=O)NC(C)C)cc1 (stereo unspecified)
1.0 | COc1cccc(C(=O)N2CCC[C@H]2C(=O)N2CCC[C@H]2C(=O)NCc2ccccn2)c1
0.1 | COc1ccc(NC(=O)C[C@H]2C(=O)N(Cc3ccccc3)C[C@@H]2Cc2ccccc2)cc1
9.7 | CO[C@@H]1CN(C)C(=O)c2cc(NC(=O)Nc3cc(F)ccc3F)ccc2OC[C@H](C)NC[C@@H]1C
-3.2 | CCOC(=O)[C@]12CCCC=C1N(Cc1ccccc1)C(=O)[C@H](CC(=O)NCCCCc1ccccc1)C2
0.0 | OC(c1ccccc1)(c1nc(-c2ccc3ccccc3c2)cs1)C(F)(F)F (stereo unspecified)
-0.6 | CCOc1ccccc1NC(=O)CN(c1ccc(OC)c(OC)c1)S(=O)(=O)c1ccc(C)cc1
-0.6 | CCCC(=O)N(Cc1cc2cc(OC)ccc2[nH]c1=O)c1ccccc1OC
70* | COCCNc1nc(NCC2CCCCC2)c2sc(-c3ccccc3)cc2n1
-0.2 | Cc1cccc(C)c1NC(=O)CN1CCN(c2ccc(F)cc2)CC1
1.8 | COc1ccc(C(N)c2csc(Nc3nncc4ccccc34)n2)cc1 (stereo unspecified)
0.4 | COc1ccc(C(=O)C=Cc2ccc3c(c2)OCO3)cc1OC
-0.5 | O=C(c1ccc(F)cc1)C1CCN(Cc2ccccc2F)CC1
0.8 | C[C@H](CO)N1C[C@H](C)[C@@H](CN(C)C(=O)Nc2ccccc2F)Oc2cc(Br)ccc2S1(=O)=O
-0.6 | O=C(C[C@@H]1CC[C@@H]2[C@H](COC[C@H](O)CN2CCC(F)(F)F)O1)NCc1ccc2c(c1)OCO2
-0.7 | C/C=C/c1ccc2c(c1)O[C@H](CN(C)CC1CCOCC1)[C@@H](C)CN([C@H](C)CO)S2(=O)=O
-0.2 | O=C(CCNS(=O)(=O)c1ccc(Cl)cc1)NCCc1ccccc1
-1.0 | Cc1ccccc1-c1cc2nc(NCCc3ccncc3)n(C)c(=O)c2s1
2.3 | CCOc1ccc2nc(S(=O)(=O)NC(=O)C3(C)CCN3C(=O)CCc3cccs3)sc2c1 (stereo unspecified)
0.5 | COc1cccc(NC(=O)C2(C)CCCN2C(=O)C(C)C)c1 (stereo unspecified)
-2.3 | C[C@@H]1CN([C@H](C)CO)C(=O)CCCn2nncc2CO[C@H]1CN(C)S(=O)(=O)c1ccccc1F
-1.8 | OCC[C@@H]1C[C@H](O)[C@@H](O)[C@]2(OCCc3cc(C(F)(F)F)ccc32)O1
-0.4 | O=C(/C=C/c1ccccc1Cl)OCC(=O)N1CCc2ccccc21
-1.4 | Nc1nc2c(ncn2[C@@H]2O[C@H](CNS(=O)(=O)C3CC3)[C@@H](O)[C@H]2O)c(=O)[nH]1
-0.9 | CO[C@H]1CN(C)C(=O)c2ccc(NC(=O)C3CCC3)cc2OC[C@H](C)N(Cc2ccc(F)cc2)C[C@@H]1C
1.0 | N#CC(c1ccccc1)C(CC(=O)c1ccccc1)c1ccccc1 (stereo unspecified)
-2.5 | Cc1cc(NC(=O)COC(=O)c2ccc(Cl)cc2)no1
1.3 | Cc1onc(-c2ccccc2)c1NC(=O)OC(C)c1cccnc1 (stereo unspecified)
0.1 | CC1(C(=O)Nc2ccc(Cl)cc2)Cc2c(-c3cccc(C(F)(F)F)c3)ccnc2O1 (stereo unspecified)
-2.5 | C[C@@H]1CN([C@@H](C)CO)C(=O)CCCn2cc(nn2)CO[C@H]1CN(C)S(=O)(=O)c1cn(C)cn1
2.4 | O=C(Nc1ccc2ccccc2c1)C(C1CC1)n1c(=O)c(-c2cc3ccccc3[nH]2)nc2ccccc21 (stereo unspecified)
0.8 | COc1ccc(C(C#N)=Cc2ccc(OC)c(OC)c2)cc1
31 | OC(c1ccc(Cl)c(Cl)c1)c1ncc(-c2ccc(Cl)cc2)[nH]1 (stereo unspecified)
0.5 | Cc1csc(-c2cc(C(=O)NCc3ccc(F)cc3)n[nH]2)c1
0.2 | CCCNC(=O)c1cc(C2CCCCN2S(=O)(=O)c2cn(C)cn2)on1 (stereo unspecified)
-0.7 | O=C(NCCO)c1cccc(-c2ccc3nncn3c2)c1
-1.1 | Cc1cccc(C)c1NC(=O)Nc1nc(CN(C)C)cs1
2.5 | C[C@@H]1CN([C@@H](C)CO)S(=O)(=O)c2ccc(Br)cc2O[C@@H]1CN(C)C(=O)C1CC1
0.4 | CN1CCn2cnc(C(=O)NCc3ccccc3)c2C1=O
1.1 | COc1ccc(CN2C(=O)C(CC(=O)NC3CCCC3)CC(C(=O)N(C)C)=C2C)cc1 (stereo unspecified)
1.3 | CCc1ccc(C(O)c2ncc(-c3ccccc3OC)[nH]2)cc1 (stereo unspecified)
-0.1 | CCCNC(=O)Cn1nc(-c2ccccc2OC)ccc1=O
-1.1 | Cc1cn([C@H]2C[C@H](O)[C@@H](CNCc3ccc(F)c(N4CCOCC4)c3)O2)c(=O)[nH]c1=O
-0.8 | Cc1ccnc(SC2CC(=O)N(c3ccccc3)C2=O)n1 (stereo unspecified)
-1.1 | CN(CC(=O)Nc1cccc(S(=O)(=O)N(C)c2ccccc2)c1)Cc1cccs1
-1.9 | Cc1ccc(NC(=O)CSc2nnnn2C)cc1S(=O)(=O)N1CCCCC1
0.1 | CC1=C(C(=O)Nc2ccc(C(=O)NCCCN3CCCCC3C)cc2)SCCO1 (stereo unspecified)
-0.3 | CO[C@H]1CN(C)C(=O)c2cc(NC(=O)c3cc(C)on3)ccc2OC[C@@H](C)N(C(=O)C2CC2)C[C@H]1C
0.9 | COc1cccc(CNc2nc3cc(-c4ccc(F)cc4)sc3c(=O)n2C)c1OC
0.3 | CCCCN1C[C@H](c2ccccc2)[C@@H](CC(=O)NC)C1=O

Next section.
MPTP block | SMILES
-1.1 | O=C(C[C@@H]1C[C@H]2c3cc(NC(=O)NC4CCCCC4)ccc3O[C@H]2[C@H](CO)O1)NC1CCCCC1
0.8 | COc1ccc(NS(=O)(=O)c2cccc(C(=O)N3CCOCC3)c2)cc1
0.2 | CC1(C(=O)NCc2ccccc2Br)CCN1Cc1ccccc1OC(F)F (stereo unspecified)
-2.3 | COc1ccc(NC(=O)C(c2ccc(OC)cc2)n2c(=O)c(-c3ccco3)nc3ccccc32)cc1 (stereo unspecified)
-1.0 | Cc1cccc(C)c1NC(=O)C1c2ccccc2OCC(=O)N1Cc1ccco1 (stereo unspecified)
-0.7 | Cc1ccc(S(=O)(=O)N2C[C@H]3C(=O)C[C@@H]4C(=O)N(c5ccccc5)C(=O)[C@@H]4[C@@H]3C[C@@H]2c2ccccc2)cc1
-0.9 | CC1(c2nnnn2Cc2ccccc2)CCC(=O)N1CCCN1CCOCC1 (stereo unspecified)
1.3 | COCCOC(=O)N1CCCCC1c1cc(C(=O)Nc2cccc3c2CCCC3)no1 (stereo unspecified)
-0.3 | CN1CCCCC1(C)C(=O)NCc1ccc(F)cc1 (stereo unspecified)
-0.9 | COc1ccc(C(c2nnnn2-c2ccc(OC)cc2)N2CCN(C/C=C/c3ccccc3)CC2)cc1 (stereo unspecified)
-1.1 | CCCc1nc2c(Cl)cc(C(F)(F)F)cn2c1Cc1ccc(OC)cc1C
-0.3 | COc1ccc(NC(=O)C2(C)CCCN(C(C)=O)C2)cc1F (stereo unspecified)
-0.4 | COc1ccc(CN2C(=O)CCC2(C)c2nnnn2-c2c(C)cccc2C)cc1OC (stereo unspecified)
1.9 | COCOc1cccc(CN2CCC(C)(Oc3ccc(SC)cc3)C2)c1 (stereo unspecified)
